# Calb biofilm kill – clotrimazole potentiators killing Candida biofilms, primary screen, with clotrimazole, Alamar Blue; C. albicans biofilm + clotrimazole; 0.14% of 85,000 active; AID 834, 2007; inhibition, % at 6 µM;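 active means inhibition above 20%; inactive means inhibition below 20%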;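 further: preformed 24 hr biofilms exposed to compound for 48 hr; 0% = biofilm without compound and 100% = blank killed by clotrimazole plus chlorhexidine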
# CYP2C9 inh – blockers of cytochrome P450 2C9 activity – biochemical, luminescence, ADME assay, primary screen; AID 777, 2007; inhibition, % at 5 µM; 20% of 96,000 active; CYP2C9 Supersomes, luciferin-H conversion;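 active means blocking of liver enzyme CYP2C9 beyond about 50% at 5 µM, limit read from the data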; further: values of inactives mirror those of a sister screen read the other way
# Target sequence (P11712 whole entry, looked up): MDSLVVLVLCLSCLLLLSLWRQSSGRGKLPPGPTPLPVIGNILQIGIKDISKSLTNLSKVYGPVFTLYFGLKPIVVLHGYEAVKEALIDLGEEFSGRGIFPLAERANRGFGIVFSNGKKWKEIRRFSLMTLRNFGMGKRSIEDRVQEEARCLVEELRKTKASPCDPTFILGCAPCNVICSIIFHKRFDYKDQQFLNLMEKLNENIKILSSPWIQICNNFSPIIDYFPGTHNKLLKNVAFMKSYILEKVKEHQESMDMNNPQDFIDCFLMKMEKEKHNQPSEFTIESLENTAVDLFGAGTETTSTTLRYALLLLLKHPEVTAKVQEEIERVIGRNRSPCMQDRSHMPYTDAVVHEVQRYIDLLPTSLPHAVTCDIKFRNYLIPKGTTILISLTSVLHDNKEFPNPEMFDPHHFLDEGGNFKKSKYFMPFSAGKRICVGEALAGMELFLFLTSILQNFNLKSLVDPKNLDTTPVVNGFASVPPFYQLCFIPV
# HUVEC tox TNFa – cytotoxicity in TNFa-stimulated HUVEC, primary screen, cytotoxicity control for VCAM1 expression modulator project, imaging, Hoechst nuclei count; AID 848, 2007; HUVEC TNFalpha-stimulated, Hoechst cell count; 0.17% of 93,000 active; cell count reduction, % at 2 µM;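 active means cell count reduction exceeding the screen mean by over 5 SD, scaled to untreated wells per plate, cut at about 78% in these data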;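 further: cells counted after 24 h of TNF alpha exposure following the 1 h pretreatment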
# VCAM1 TNFa inh – inhibitors of TNFa-induced VCAM1 expression, primary screen, imaging, HUVEC, TNFa stimulus, immunofluorescence; AID 802, 2007; HUVEC TNFa-induced VCAM-1 immunofluorescence, high-content imaging; inhibition, % at 2 µM; 0.48% of 95,000 active;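 active means inhibition above the batch mean plus 3 SD, with images confirmed as a hit by eye, cut at about 37% in these data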;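 further: 0% = TNF-stimulated DMSO wells and 100% = unstimulated control wells; not every result past the cut was called active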
# CYP2C19 inhib – blockers of cytochrome P450 2C19 activity – biochemical, luminescence, ADME assay, primary screen; AID 778, 2007; inhibition, % at 5 µM; CYP2C19 Supersomes, luciferin-H EGE luminescence, 30 min; 21% of 96,000 active;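 active means CYP2C19 inhibition above a set limit at 5 µM in the primary screen, cut at about 50% in these data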;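 further: plate controls were negative control wells for no effect and 2.5 mM tranylcypromine positive control for full effect; values of inactives mirror those of a sister screen read the other way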
# Target sequence (P33261 whole entry, looked up): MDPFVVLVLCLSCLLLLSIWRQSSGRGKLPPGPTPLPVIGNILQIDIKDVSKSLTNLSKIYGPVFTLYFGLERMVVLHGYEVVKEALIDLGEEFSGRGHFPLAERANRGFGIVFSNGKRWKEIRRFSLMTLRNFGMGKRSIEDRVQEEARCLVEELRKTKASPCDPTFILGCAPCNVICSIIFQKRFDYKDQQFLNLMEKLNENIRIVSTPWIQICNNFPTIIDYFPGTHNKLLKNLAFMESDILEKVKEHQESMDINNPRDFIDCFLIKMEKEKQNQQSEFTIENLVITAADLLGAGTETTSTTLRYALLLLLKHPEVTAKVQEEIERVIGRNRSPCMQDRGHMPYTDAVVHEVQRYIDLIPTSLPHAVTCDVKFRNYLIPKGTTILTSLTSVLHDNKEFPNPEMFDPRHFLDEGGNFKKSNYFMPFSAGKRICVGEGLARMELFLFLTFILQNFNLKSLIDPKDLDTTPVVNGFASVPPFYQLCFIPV
# CYP2C19 act – human CYP2C19 activators, primary screen, biochemical, luminescence; Cytochrome P450 2C19 (Homo sapiens), P33261; recombinant CYP2C19, luciferin-H EGE luminescence; hits give high values; 0 = fully inhibited enzyme, 1 = untreated enzyme; activation factor at 5 µM; 96,000 tested, under 10 active;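 active means activation factor of at least 2 at 5 µM in the primary screen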;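 further: 0 = wells with 2.5 mM tranylcypromine and 1 = vehicle-only wells; values of inactives mirror those of a sister screen read the other way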
# HUVEC tox IL1B – cytotoxicity in IL-1B stimulated HUVEC, primary screen, cytotoxicity control for IL-1B NFkB translocation project, imaging, Hoechst nuclear count, IL-1B stimulus; HUVEC cell count loss; 0.41% of 94,000 active; cell count reduction, % at 2 µM;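 active means cell count reduction more than 3 SD above the screen-wide mean, cut at about 70% in these data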;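 further: normalized per plate to untreated control cells as the no-loss baseline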
# DAT uptake mod – changed hDAT dopamine uptake under cocaine IC80, either direction, primary screen, cocaine antagonist project, cell-based, LLC-PK1 hDAT, [14C]-dopamine uptake, MLSMR. Sodium-dependent dopamine transporter (Homo sapiens), Q01959. LLC-PK1 hDAT cells, [14C]-dopamine uptake with cocaine IC80; actives deviate in either direction. B-score at 10 µM. 1.3% of 110,000 active;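 active means Z score or B-score, a plate-position-corrected score, falls beyond the plate's 99.7% confidence bounds, in either direction; inactive means both scores lie inside the 99.7% bounds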;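 further: scored against the spread of the other compound wells on the same plate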
# CYP2C9 activ – human CYP2C9 activators, primary screen, biochemical, luminescence | recombinant CYP2C9, luciferin-H conversion; hits give high values; factor 1 = untreated enzyme, 0 = blocked | Cytochrome P450 2C9 (Homo sapiens), P11712 | 1.4% of 96,000 active | activation factor at 5 µM | AID 1024, 2008;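 active means activation factor of 2 or more for CYP2C9 at a 5 µM dose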;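 further: 0 = sulfaphenazole-blocked wells and 1 = vehicle-only wells; values of inactives mirror those of a sister screen read the other way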
# Active calls of the source: *; x = no result given.
SMILES,Calb biofilm kill,CYP2C9 inh,HUVEC tox TNFa,VCAM1 TNFa inh,CYP2C19 inhib,CYP2C19 act,HUVEC tox IL1B,DAT uptake mod,CYP2C9 activ
Cc1cc(C)nc(Nc2ncc(O)n2-c2ccc(C)c(Cl)c2)n1,8.9,0.5,2.6,13.1,10.2,0.9,-7.5,-1.25,1
Cc1cc(NCCCN(C)C)n2nc(-c3cccs3)cc2n1,6.9,x,-27.8,14.1,x,x,-30.1,0.177,x
CC(=O)Nc1nnc(-c2ccc(Cl)s2)o1,2.0,-6.5,-54.8,22.9,-5.0,1.1,2.2,-0.963,1.1
NC(=O)CC(NC(=S)NCc1ccccc1)C(=O)O (stereo unspecified),-1.2,9.3,-3.1,12.3,2.4,1,12.4,-0.0232,0.9
FC(F)(F)c1cccc(NC(=S)NNC(=S)NCc2ccccc2)c1,x,75.4*,-6.5,-3.4,11.8,0.9,10.4,0.238,0.2
CC(C)c1c(O)nc(SCCN(C)C)[nH]c1=O,3.7,-6.6,-5.2,-6.1,2.5,1,26.8,-1.22,1.1
CCOc1ccc(NC(=O)C2CCCN(S(=O)(=O)c3cccc4nsnc34)C2)cc1 (stereo unspecified),-1.6,4.0,-32.3,-3.9,0.3,1,-15.0,-1.45,1
CCOC(=O)CSc1nc2cc(C(=O)N3CCCC3)ccc2c(=O)n1Cc1ccccc1,6.0,42.5,2.3,15.8,44.8,0.6,-11.5,2.64,0.6
O=C(O)Cc1nc2nc3c(c(=O)n2[nH]1)CCCC3,2.7,-4.5,x,x,-4.2,1,x,0.156,1
S=C1NCCc2ccccc2C1c1ccccc1 (stereo unspecified),-0.6,x,-30.1,18.9,x,x,-7.9,0.603,x
CC(C)C(=O)NCCc1nc2ccccc2n1CCCOc1ccc(Cl)cc1,x,77.1*,-18.1,-24.5,77.2*,0.2,-8.6,1.87,0.2
COC(=O)C1(Cc2ccccc2)NC(c2ccc(F)cc2)C2C(=O)N(C)C(=O)C21 (stereo unspecified),3.5,x,-9.4,22.8,x,x,-15.7,-0.346,x
CCN1CCN(Cc2ccc(NC(=O)Nc3ccccc3)cc2)CC1,x,29.9,-7.3,-6.3,-7.3,1.1,14.3,-0.558,0.7
COC(=O)COc1ccc(S(=O)(=O)N2CCN(c3ccc(F)cc3)CC2)cc1,2.0,46.2,-28.1,1.8,24.1,0.8,-119.1,-0.247,0.5
O=C(CCCN1C(=O)/C(=C/c2cccc(Br)c2)SC1=S)Nc1ccccn1,x,47.1,-12.2,9.8,43.6,0.6,6.0,-1.94,0.5
Cc1ccc(C(=O)OCC(=O)Nc2ccc(N(C)C)cc2)cc1NC(=O)c1ccco1,x,22.9,-12.5,2.8,23.9,0.8,2.2,0.513,0.8
O=C(Nc1c(F)c(F)c(F)c(F)c1F)C1CCCCC1,2.8,14.4,x,x,16.2,0.8,x,-0.396,0.9
Cc1cc(=O)[nH]c(-n2[nH]c(C)cc2=O)n1,0.8,-6.4,8.0,9.0,-5.5,1.1,-5.8,-0.14,1.1
CC(NC(=O)c1ccc(N(C)C)cc1)C1CC2CCC1C2 (stereo unspecified),x,14.9,-15.2,15.5,7.1,0.9,0.8,-0.587,0.9
O=C(Nc1ccccc1)N(CCN1CCOCC1)Cc1cccc(Cl)c1,3.7,84.4*,-10.5,-9.3,79.4*,0.2,7.8,0.0832,0.2
O=C(O)CCCCCNC(=O)c1ccncc1,7.1,5.8,-16.4,7.4,-1.2,1,-29.2,-0.755,0.9
CN(CCOC(=O)C1c2ccccc2Oc2ccccc21)C(C)(C)C,0.8,7.5,7.4,15.9,39.5,0.6,-10.2,-1.37,0.9
Cc1cccc(NC(=O)CCN2C(=O)C3C4C=CC(C4)C3C2=O)c1 (stereo unspecified),6.7,26.3,-37.8,-18.7,85.4*,0.1,-4.1,-0.613,0.7
CN1CCN(C(=O)c2cc(-c3cccc(Cl)c3)on2)CC1,9.1,-11.0,-7.6,-15.2,0.7,1,-2.4,x,1.1
COC(=O)n1c(=S)oc2cc(Cl)ccc21,-0.7,10.5,-18.2,13.7,19.2,0.8,-13.2,-0.578,0.9
SMILES,Calb biofilm kill,CYP2C9 inh,HUVEC tox TNFa,VCAM1 TNFa inh,CYP2C19 inhib,CYP2C19 act,HUVEC tox IL1B,DAT uptake mod,CYP2C9 activ
CCN1CC=C2C(C#N)=C(N)C(C#N)(C#N)C(c3cc(Cl)ccc3Cl)C2C1 (stereo unspecified),5.6,58.6*,-11.5,2.2,34.2,0.7,19.9,x,0.4
N=C1N(/N=C/c2ccccc2)C(=Nc2ccccc2)C(=S)N1c1ccccc1,-1.4,x,-23.4,11.4,x,x,-41.6,1.32,x
CCOCCCNC(=O)Cn1cc2c(n1)CCCCC2,x,1.2,-6.5,15.6,35.1,0.6,23.8,-0.0232,1
CCn1c(=O)cc(SCC(=O)N2CCN(c3ccccc3F)CC2)c2ccccc21,3.3,-121.1,-2.2,-4.8,40.8,0.6,-6.7,-0.00507,2.2*
Cc1ccc(NC(=O)CN2CCC(C(=O)c3ccc4c(c3)OCCO4)CC2)cc1,x,48.9,-16.6,9.7,84.8*,0.2,-27.0,1.73,0.5
Nc1nc(C2CCCCC2)cs1,6.6,6.8,5.9,-12.4,16.4,0.8,9.7,-0.0195,0.9
COc1ccc(OCC(=O)Nc2ccc(N3CCOCC3)c(Cl)c2)cc1,5.5,64.7*,-24.1,18.5,49.8,0.5,-108.3,-0.126,0.4
Cc1nc(NCc2ccco2)c(C#N)c2c1COC(C)(C)C2,-4.3,40.5,x,x,23.7,0.8,x,-0.335,0.6
O=C(Cc1cccs1)Nn1c(Cc2cccs2)nc2ccccc2c1=O,5.3,71.8*,x,x,47.4,0.5,x,1.1,0.3
COCCN1C(=O)c2ccccc2C(C(=O)NCCN(C)C)C1c1ccc(F)cc1 (stereo unspecified),8.6,1.1,-16.1,-7.6,2.0,1,12.3,-0.372,1
Cc1ccc(NC(=O)c2nc[nH]c2C(=O)N2CCCCC2)c(C(=O)c2ccccc2)c1,x,40.9,-40.8,14.4,20.4,0.8,-6.2,0.123,0.6
C/C(=C\C(=O)Nc1cc(C)on1)c1ccccc1,3.2,-1.7,-37.9,17.9,20.0,0.8,14.1,0.063,1
CC(=O)c1ccc(N2CCN(C(=O)c3ccc(NC(=O)C4CCCO4)cc3)CC2)cc1 (stereo unspecified),6.0,15.6,x,x,18.6,0.8,x,-0.00475,0.8
O=C(Nc1ccc(S(=O)(=O)N2CCCCC2)cc1)c1ccc(CN2CCOCC2)cc1,5.2,x,-54.3,6.9,x,x,-73.8,0.505,x
CC(=O)NN1C(=O)/C(=C/c2ccc(Br)o2)SC1=S,8.0,-7.4,1.0,23.6,47.5,0.5,-1.9,-0.434,1.1
Cc1ccc(S(=O)(=O)NC(=O)NCc2ccccc2)cc1,1.2,3.3,-10.3,-12.7,-3.7,1,x,-0.294,1
COc1ccc(C(=O)NCC(C)(C)SCc2c(C)cc(C)cc2C)cc1,x,22.5,-3.3,-6.7,49.8,0.5,4.3,2.23,0.8
CCN1CCN(Cc2c(C)[nH]c3ccc(OC)cc3c2=O)CC1,-1.4,-9.7,-2.4,-0.8,8.2,0.9,-60.0,x,1.1
COC(=O)c1cccc(NC(=O)CSc2nnc(COc3ccc(C#N)cc3)n2-c2ccccc2)c1,4.2,69.4*,-7.0,-2.4,39.1,0.6,-0.3,0.143,0.3
CC(=O)NC1(c2ccccc2)CCN(Cc2nnnn2C(C)(C)C)CC1,3.0,31.5,x,x,66.9*,0.3,x,-0.972,0.7
CCOC(=O)c1sc(NC(C)=O)c(C(=O)OCC)c1C,0.2,23.8,-8.6,-0.3,26.9,0.7,0.4,0.766,0.8
COc1ccc2c(c1)[nH]c1c(=O)n(Cc3ccco3)cnc12,x,23.0,-7.9,11.0,2.7,1,-8.5,x,0.8
Cn1c(C(=O)NCCCN2CCOCC2)cc2c(=O)n(C)c3ccccc3c21,8.9,5.9,-28.0,5.8,13.8,0.9,9.9,0.865,0.9
Cc1cc(C)c(C)c(/C=C(/C#N)C(N)=S)c1C,x,64.6*,0.4,6.1,24.5,0.8,-64.7,0.00995,0.4
Cc1ccc(OCCCn2c(=O)sc3ccccc32)cc1,3.2,6.5,6.7,11.7,31.9,0.7,-12.7,0.0409,0.9
SMILES,Calb biofilm kill,CYP2C9 inh,HUVEC tox TNFa,VCAM1 TNFa inh,CYP2C19 inhib,CYP2C19 act,HUVEC tox IL1B,DAT uptake mod,CYP2C9 activ
CCSc1nc(=S)n(CC)c(C)c1C(C)=O,-0.9,-26.9,6.7,5.4,-23.9,1.2,-49.1,-0.29,1.3
COc1ccc(C2/C(=C(/O)c3ccc(C)cc3)C(=O)C(=O)N2C)cc1 (stereo unspecified),3.0,21.8,-52.9,-12.0,-2.1,1,-26.0,-0.173,0.8
COc1ccc(-n2c(=O)c3c4c(sc3n3c(C)nnc23)CCCC4)cc1,5.8,x,-9.0,6.5,x,x,-0.4,x,x
Cc1nnc(SCC(=O)Nc2ccc(Cl)cn2)[nH]c1=O,5.3,x,-26.1,-7.8,x,x,-3.1,0.0867,x
CCc1nc2sc3c(c2c(=O)o1)CCCC3,3.6,3.6,-4.0,5.4,18.1,0.8,-2.1,x,1
O=C(CC(Nc1ccc(Cl)cc1)C(=O)O)c1ccccc1 (stereo unspecified),6.1,x,0.5,-25.6,x,x,-6.2,1.37,x
CCCC(=O)Nc1ccc(N2CCCCC2)cc1,6.4,-12.5,-4.5,31.2,3.5,1,12.9,-1.17,1.1
CC(Oc1ccc(-c2ccccc2)c(F)c1)c1ccn(S(=O)(=O)c2ccc(F)cc2)n1 (stereo unspecified),x,x,24.6,0.3,x,x,-29.8,0.786,x
C/C=C(\C)c1nnc(NC(=O)OCC)s1,3.1,11.1,-10.9,3.4,18.8,0.8,-10.5,-0.416,0.9
CCOC(=O)c1ccc(NC(=O)c2c(O)c3ccccc3n(C)c2=O)cc1,10.5,-3.0,x,x,-15.0,1.1,x,x,1
Cc1cc(C)cc(C(=O)N2CCC(C(N)=O)CC2)c1,3.7,-81.4,-3.9,7.0,-0.1,1,-38.2,-0.132,1.8
CC(C)C[C@H](NS(=O)(=O)c1ccc(Br)cc1)C(=O)O,6.2,10.1,-11.6,-2.0,-14.4,1.1,-6.1,-0.141,0.9
COc1ccc(C(=O)CSc2nc(N)nc(SC)c2C#N)cc1,0.8,27.4,-3.8,0.9,24.6,0.8,-21.6,-0.823,0.7
O=C(Oc1ccccc1C(=O)N1CCOCC1)c1ccc(Br)cc1,9.6,47.2,-33.3,15.9,46.4,0.5,-29.2,-0.645,0.5

# Profiles, quoted from the list. Values in the order: Calb biofilm kill, CYP2C9 inh, HUVEC tox TNFa, VCAM1 TNFa inh, CYP2C19 inhib, CYP2C19 act, HUVEC tox IL1B, DAT uptake mod, CYP2C9 activ
# Results for COc1ccc(C2/C(=C(/O)c3ccc(C)cc3)C(=O)C(=O)N2C)cc1 (stereo unspecified) → 3.0, 21.8, -52.9, -12.0, -2.1, 1, -26.0, -0.173, 0.8
# Results for COc1ccc(C(=O)CSc2nc(N)nc(SC)c2C#N)cc1 → 0.8, 27.4, -3.8, 0.9, 24.6, 0.8, -21.6, -0.823, 0.7

# Bioassay records as filed in PubChem.
